Screening results (PubChem BioAssay)
12-LOX inh: ALOX12 (human) lipoxygenase inhibition. AID 1671190. purified 12hLO, xylenol orange hydroperoxide absorbance. Potency, µM (highest dose often 108 µM), without a hit: top-dose activity change, negative = inhibition, hits mostly inhibitors. hit rate 1.1% among 580,000; note: potency is the fitted concentration of half-maximal effect; % is set by controls: 0 for no effect and ±100 for the full control effect
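Purified human 12hLO at 150 nM in 25 mM Hepes, 0.01% Triton X-100, pH 7.0, preincubated 15 min at room temperature with compound. Reaction started with 40 uM arachidonic acid, 30 min at room temperature. Hydroperoxide measured by Fe-xylenol orange, 573/405 nm absorbance ratio.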
ERG Ets-DNA blk: inhibitors of human ERG Ets domain-DNA interaction; fluorescence polarization, His-ERG Ets domain / labelled DNA; P11308; AID 624246; hit rate 0.028% among 370,000; Potency, µM (titrated, usually from 76.9 µM), inactives show at the top dose FP activity, negative = inhibition, hits mostly inhibitors; active = well fitted inhibition curve with a large enough effect in the polarisation, with a control signal flat; inconclusive = small, poorly fitted or top-dose-only effect, or effect the other way, or a change in a side signal; inactive = no such curve, though single readings can be large or run the other way; the % refers to the polarisation;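 note: polarization taken with two DNA probes labelled with fluorescein and Texas red; potency is the fitted concentration of half-maximal effect; % of control where 0% means no effect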
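His-tagged ERG Ets domain (1 uM in the protein solution; 300mM KCl, 50mM Tris-HCl, 1mM EDTA, 1mM DTT, pH 7.5) received compound, then a probe mix of 5 nM fluorescein-DNA and 100nM Texas-615-DNA. Fluorescence polarization was read for both dyes.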
BLM inh: Bloom syndrome helicase (human) inhibition; P54132; recombinant BLM DNA unwinding, fluorescence dequenching; Potency, µM (top dose mostly 56.1 µM), for inactives: at the top dose activity change, negative = inhibition, actives largely listed as inhibitors; hit rate 0.2% among 350,000;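 note: potency is the fitted concentration of half-maximal effect; plate controls were vehicle for no effect and no enzyme for full effect; nearly all actives have a fitted effect of over 35% in size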
Target sequence (P54132 whole entry, looked up): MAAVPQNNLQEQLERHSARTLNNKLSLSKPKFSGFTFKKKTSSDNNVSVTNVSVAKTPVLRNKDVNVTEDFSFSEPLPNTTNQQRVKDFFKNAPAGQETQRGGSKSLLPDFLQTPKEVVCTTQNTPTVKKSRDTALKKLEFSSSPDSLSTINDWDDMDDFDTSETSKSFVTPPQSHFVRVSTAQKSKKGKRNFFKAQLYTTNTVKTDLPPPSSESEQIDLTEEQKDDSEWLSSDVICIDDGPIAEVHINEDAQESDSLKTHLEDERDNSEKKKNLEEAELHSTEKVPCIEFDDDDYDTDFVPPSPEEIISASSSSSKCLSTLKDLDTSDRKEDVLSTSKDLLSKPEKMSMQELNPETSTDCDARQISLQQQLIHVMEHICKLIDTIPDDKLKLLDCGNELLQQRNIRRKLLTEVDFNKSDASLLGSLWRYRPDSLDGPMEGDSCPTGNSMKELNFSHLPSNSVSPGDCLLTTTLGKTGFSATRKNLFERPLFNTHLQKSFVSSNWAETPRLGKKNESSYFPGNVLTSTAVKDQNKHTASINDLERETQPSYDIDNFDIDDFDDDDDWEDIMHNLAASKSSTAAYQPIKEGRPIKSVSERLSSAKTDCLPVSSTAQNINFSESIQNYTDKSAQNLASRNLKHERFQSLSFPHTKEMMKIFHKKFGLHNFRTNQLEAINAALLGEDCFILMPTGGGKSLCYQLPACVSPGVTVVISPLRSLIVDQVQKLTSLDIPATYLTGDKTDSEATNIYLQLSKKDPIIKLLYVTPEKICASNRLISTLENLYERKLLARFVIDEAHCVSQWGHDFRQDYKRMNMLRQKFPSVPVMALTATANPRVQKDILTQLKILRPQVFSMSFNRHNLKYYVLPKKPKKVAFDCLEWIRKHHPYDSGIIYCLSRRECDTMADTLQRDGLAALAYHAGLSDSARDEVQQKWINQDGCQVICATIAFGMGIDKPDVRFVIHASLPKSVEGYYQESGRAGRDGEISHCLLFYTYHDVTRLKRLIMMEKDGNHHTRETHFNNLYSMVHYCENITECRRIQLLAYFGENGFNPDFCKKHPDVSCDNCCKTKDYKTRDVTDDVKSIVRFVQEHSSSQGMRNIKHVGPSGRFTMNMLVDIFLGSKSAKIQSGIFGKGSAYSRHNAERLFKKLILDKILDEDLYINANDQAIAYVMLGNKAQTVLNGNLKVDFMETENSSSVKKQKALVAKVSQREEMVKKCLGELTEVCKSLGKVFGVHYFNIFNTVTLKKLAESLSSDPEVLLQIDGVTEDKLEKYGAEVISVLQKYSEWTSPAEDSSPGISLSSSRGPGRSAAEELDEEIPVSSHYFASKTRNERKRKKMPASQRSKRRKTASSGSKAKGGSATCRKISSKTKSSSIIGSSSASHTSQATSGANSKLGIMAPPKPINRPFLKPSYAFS
Pol iota inh: blocks human DNA polymerase iota activity; Q9UNA4; Pol iota fluorescent replication assay, 10 min; Potency, µM (highest dose often 115 µM), without a hit: at the top dose activity, negative = inhibition, hits mostly inhibitors; hit rate 1% among 390,000; AID 588590; note: potency is the fitted concentration of half-maximal effect
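Pol iota at 10 nM preincubated 15 min with compounds at room temperature; reaction started with fluorescent substrate, 50 nM final. Fluorescence read kinetically at 0 and 10 min; buffer-only wells as negative control.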
POLK inh: DNA polymerase kappa (human) inhibition; Q9UBT6; purified Pol kappa, fluorescent DNA synthesis assay, 10 min; Potency, µM (titrated, usually from 107 µM), inactives show at the top dose activity, negative = inhibition, actives largely listed as inhibitors; hit rate 0.53% among 400,000; AID 588579; note: potency is the fitted concentration of half-maximal effect; % is set by controls: 0 for no effect and ±100 for the full control effect
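First, compounds were pin-transferred onto 10 nM Pol kappa. After 15 min at room temperature, substrate was added to 50 nM final. Fluorescence was then measured kinetically at 0 and 10 min.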
Apoferritin bind: candidate novel general anesthetic via apoferritin binding; Potency, µM (top dose mostly 77.5 µM), inactives show top-dose activity change, negative = displacement, usual class: inhibitors; P02791; hit rate 0.074% among 350,000; apoferritin/1-aminoanthracene competitive binding, fluorescence; note: potency is the fitted concentration of half-maximal effect; % is set by controls: 0 for no effect and ±100 for the full control effect; nearly all actives have a fitted effect of over 20% in size
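10 uM apoferritin + 50% sat. 1-AMA, PBS; cpd 10 min RT; Ex380/Em535 endpoint; normalized to free probe vs complex; 4-param Hill fit; propofol titration as pos. ctrl.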
APEX1 inh: APE1 (human) endonuclease inhibition | P27695 | recombinant APE1, TAMRA/BHQ-2 abasic DNA cleavage fluorescence | Potency, µM (highest dose often 65.8 µM), without a hit: at the top dose activity change, negative = inhibition, actives largely listed as inhibitors | hit rate 0.35% among 350,000;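 note: potency is the fitted concentration of half-maximal effect; plate controls were vehicle for no effect and reference inhibitor for full effect; nearly all actives have a fitted effect of over 55% in size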
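Enzyme (0.75 nM final) and test compound are incubated 15 min at room temperature before adding 50 nM quenched THF abasic-site duplex. Cleavage dequenches TAMRA, followed at 525/598 nm over three reads one minute apart.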
Pol beta inh: DNA polymerase beta (human) inhibition | Pol beta primer extension/strand displacement, fluorescence kinetic | Potency, µM (highest dose often 114 µM), for inactives: top-dose activity change, negative = inhibition, actives largely listed as inhibitors | hit rate 1.3% among 340,000 | AID 485314; note: potency is the fitted concentration of half-maximal effect; % is set by controls: 0 for no effect and ±100 for the full control effect
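Pol beta (10 nM) was preincubated with compound for 15 min at room temperature. The reaction was then started with 50 nM substrate and read immediately and after a further 10 min at room temperature.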
TRHR ag: agonists of human TRH receptor; AID 493084; hit rate 0.18% among 360,000; TRHR cells, calcium flux fluo-8, FDSS agonist mode; activation, % at 2 µM; P34981; in the data active = activation above about 30%; note: 0% is about no effect
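Steps: seed TRHR cells overnight; add fluo-8 no-wash Ca dye, RT 30 min–1.5 h; record 10 s baseline; pin-transfer compounds; monitor fluorescence 1 cycle/s for the agonist window. Calcium increases flag candidate agonists.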
* marks the source's active call; other numbers are inactive results; ? = inconclusive; . = no result given; & = joins results of further samples; [ ] = another dose, or the depositor's remark. Unless noted, calls come from the whole dose curve; as a rule, active = well fitted curve in the direction sought with a large enough effect; inconclusive = small, poorly fitted or top-dose-only effect, or another doubt; inactive = no such curve, though single readings can be large; an effect the other way counts as inactive or inconclusive.

smiles,12-LOX inh,Apoferritin bind,Pol beta inh,Pol iota inh,BLM inh,APEX1 inh,POLK inh,ERG Ets-DNA blk,TRHR ag
Cc1ccc(O)c(C(=O)c2cnc3c(c2)CN(CCC(C)C)C(=O)N3)c1,?,?,14%,10%,-2%,15%,2%,-13%,0.0
Cc1cccc2c1N(CCCOc1ccccc1)C(=O)C2=O,?,?,0%,-13%,-10%,-7%,-8%,-7%,5.7
CCn1cc(C(=O)NCc2ccccc2Cl)c(=O)c2cc(S(=O)(=O)N3CCOCC3)ccc21,-26%,-21%,21%,-2%,-2%,.,-1%,2%,0.2
CCCCOC(=O)C1[C@H]2C(=O)N(CCc3ccccc3)C[C@]23C=C[C@H]1O3 (stereo not given in full),-29%,-15%,-1%,0%,-1%,-3%,-13%,.,0.3
CCN(CC)c1ccc(NC(=O)c2ccccc2F)cc1S(=O)(=O)Nc1ccccc1OC,?,-5%,8%,8%,-5%,0%,-15%,-3%,-0.1
O=C(CCC1CCN(C(=O)c2cccc(Cl)c2F)CC1)Nc1ccccc1,5%,-16%,30%,16%,-1%,-9%,-4%,-6%,2.0
O=C(O)C1C2C=CC(O2)C1C(=O)NCCC1=CCCCC1 (stereo not given),.,-5%,?,?,2%,-5%,-21%,-2%,0.9
c1ccc(-c2csc(Nc3nc(N4CCOCC4)nc(N4CCOCC4)n3)n2)cc1,0%,-6%,16%,22%,-7%,-3%,3%,-9%,-0.4
CCOC(=O)C1(Cc2cccc(OC)c2)CCCN(C(=O)CSC)C1 (stereo not given),0%,.,.,-14%,.,.,5%,11%,.
O=C(NCc1ccc2c(c1)OCO2)C(=O)Nc1ccccc1,41%[activator],-9%,-21%,140%[activator],-6%,5%,4%,2%,-0.3
CCCCNC(=O)C(=O)NCCCn1ccnc1,-11%,-3%,-27%,113%[activator],0%,?,3%,2%,0.2
C=CCn1c(SCC(=O)Nc2ncc(Cc3ccc(Br)cc3)s2)nnc1-c1ccncc1,14%,?,42%,11%,-2%,-1%,6%,?,-0.4
CCSc1nc2ccccc2[nH]1,-23%&-9%,-11%&-11%,-1%&-1%,5%&-15%,-1%&0%,?,-13%&-16%,-4%,-0.5&0.5
CSC1=N/C(=C/c2cccnc2)C(=O)N1Cc1ccc(Cl)cc1,132%[activator],-13%,5%,-15%,-4%,1%,-15%,10%,-1.9
NS(=O)(=O)c1ccc(NC(=O)COC(=O)C2CC2)cc1,-13%,.,.,19%,.,19%,4%,2%,.
Cc1cc(Cl)ccc1C1=CC(=O)C[C@H](c2ccc(F)cc2)C1,-3%,.,.,0%,.,16%,13%,?,0.3
Nc1ccn(Cc2cccc(F)c2)n1,15%,-5%,-2%,-1%,-2%,-5%,11%,-3%,-0.2
O=C(Nc1ccc(-c2nc3ccccc3o2)cc1)C1CCCO1 (stereo not given),2%,3%,10%,-1%,1%,0%,-5%,1%,0.4
Cc1n[nH]c(C)c1S(=O)(=O)N1CCC(C(=O)Nc2cccc(F)c2)CC1,-22%,27%,-2%,?,-3%,-12%,-11%,-5%,-0.7
O=C(Cn1cnc2c(oc3ccccc32)c1=O)Nc1ccccc1C(F)(F)F,-20%,72%[activator],7%,24%,-5%,.,-7%,-2%,0.0
CCOC(=O)c1ccc(CSc2n[nH]c(C)n2)o1,0%,-13%,-17%,5%,-1%,4%,5%,-9%,-0.7
CCOC(=O)c1nnc(-c2ccccc2)nc1NC,-4%,-16%,0%,4%,2%,-2%,2%,-11%,-0.1
O=C(O)c1cn(C2CC2)c2cc(N3CCN(S(=O)(=O)c4ccc5c(c4)OCCO5)CC3)c(F)cc2c1=O,-3%,-6%,-8%,-23%,-11%,0%,-4%,4%,-0.1
CC(C)C1N(C(=O)CN2CCCC2)CCN1S(=O)(=O)c1ccccc1 (stereo not given),83%,-14%,27%,6%,-3%,0%,-2%,2%,0.7
CCn1nc(NC(=O)C2CCCO2)c2cc3cc(C)ccc3nc21 (stereo not given),-7%,108%[activator],27%,43%[activator],-6%,-1%,-7%,-1%,-0.2
Fc1ccccc1/C=N/n1cc(-c2ccccc2)[nH]c1=S,?,-7%,17%,4%,-1%,-4%,0%,3%,1.7
CCOC(=O)/C=c1\s/c(=C\c2ccc(C#N)cc2)c(=O)n1CC(=O)Nc1cccc(C)c1C,.,0%,26%,-22%,-5%,12%,2%,-8%,1.1
C=CCN(C(=O)c1csnn1)C(C(=O)NCc1ccc(F)cc1)c1sccc1C (stereo not given),11%,-10%,-1%,20%,-6%,19%,-8%,-2%,-0.9
Cc1ccc(CSC2=Nc3ccccc3C3=NC(CCC(=O)N4CCN(c5ccccc5)CC4)C(=O)N23)cc1 (stereo not given),0%,?,11%,13%,-5%,.,18%,4%,-0.1
CSC1=NC2(CCCCC2)CC12C=CC(=O)C=C2,0%,-11%,?,14%,-3%,1%,3%,-6%,0.4
O=C(NC(=S)Nc1cccc2c(O)cccc12)c1ccco1,?,2%,-4%,54%[activator],-10%,4%,0%,-1%,1.3
CC(=O)Nc1ccc(NC(=O)C(C)OC(=O)CC23CC4CC(CC(Br)(C4)C2)C3)cc1 (stereo not given),-18%,.,.,5%,.,0%,-14%,-27%,.
O=C(NC(=S)N1CCN(c2ccc(O)cc2)CC1)c1cccs1,-22%,-5%,4%,-12%,4%,10%,-1%,5%,0.3
O=C(Nc1ccncc1)c1ccc(S(=O)(=O)Nc2ccccc2)cc1,-1%,-7%,74%,36%[activator],3%,14%,3%,5%,0.2
O=C(CN1CCCCC1)Nc1nnc(-c2ccccc2)s1,1%,?,-9%,5%,0%,1%,-4%,-11%,0.3
CCC1CCCCN1S(=O)(=O)c1ccc(N2CCCCS2(=O)=O)cc1 (stereo not given),-21%,0%,10%,-9%,1%,.,-2%[60.1 µM],-6%,-0.3
CC(=O)N1CCC2(CC1)CCN(c1ccncc1)CC2,?,.,.,.,4%,?,4%[60.1 µM],.,.
COc1cc(OC)cc(C(=O)NCC(=O)OCC(=O)Nc2ccc3c(c2)OCO3)c1,-14%,-2%,-4%,82%[activator],-12%,-7%,-1%,5%,-1.1
COc1cccc(C(=O)OC(C)C(=O)Nc2ccc3c(c2)OCO3)c1 (stereo not given),6%,.,.,52%[activator],.,47%[activator],-3%,12%,-0.4
CCOc1ccc(CCNC(=O)CSc2nnnn2-c2ccc(C)cc2C)cc1OCC,?,57%[activator],2%,-15%,-5%,.,-1%,-1%,-2.6
CCOC(=O)c1oc2cccc(OCC(O)CNC(C)C)c2c1C (stereo not given),0%,-22%,-5%,-20%,182%[activator],0%,-6%,2%,2.8
Cc1cccc(-n2cc(-c3ccccc3)c3c(N4CCOCC4)ncnc32)c1,-4%,1%,3%,32%[activator],-10%,-2%,-4%,-1%,-0.6
CCC(C(=O)OCc1csc(CC(=O)Nc2ccccc2C)n1)c1ccccc1 (stereo not given),-16%,.,.,26%,.,-11%,2%,19%,1.3
Cc1ccc(C(=O)NCC(c2ccc(F)cc2)N2CCOCC2)cc1 (stereo not given),-12%,5%,2%,-21%,4%,14%,15%,-2%,-1.1
COc1ccccc1N1C(=O)C2C3C=CC(C3)C2(C)C1=O (stereo not given),130%[activator],?,28%,14%,-1%,0%,-9%,-1%,0.4
COc1cccc(Cn2cccc(NC(=O)Nc3cccc(C#N)c3)c2=O)c1,20%,2%,11%,-9%,-2%,-1%,-19%,-3%,2.8
CC1CCN(S(=O)(=O)c2ccc3c(c2)oc(=O)n3CC(=O)N2CCc3ccccc3C2)CC1,6%[57.4 µM],-7%,12%,-18%,2%,-1%,-10%,-9%,0.0
Cc1ccc2occ(C(=O)c3ccco3)c(=O)c2c1,-17%,?,1%,?,4%,-10%,3%,8%,-0.5
O=C(N/N=C\c1ccc(Oc2ccccc2)cc1)c1csnn1,-15%,-10%,14%,-6%,-10%,-5%,-2%,-6%,-0.7
CCCc1cc(N2CCCC(C(=O)Nc3cc(Cl)ccc3OC)C2)n2ncnc2n1 (stereo not given),14%,.,.,15%,.,.,-10%,-7%,.
CCOc1ccc(C(=O)NC2CCN(C(=O)Nc3ccccc3OC)CC2)cc1,0%,-3%,5%,11%,-3%,2%,2%,-1%,-0.1
C/C(=N\NC(=O)c1ccc(Cl)cc1)c1cccc(NC(=O)C(C)C)c1,12%,-16%,27%,-10%,-2%,0%,11%,0%,0.0
N=c1c2c(n(Cc3ccc(F)cc3)c3c1CCC3)CCC2,-10%[57.4 µM],-17%,25%,26%,9%,0%,0%,2%,-0.5
c1ccc2nc(N3CCOCC3)cnc2c1,?,73%[activator],-14%,7%,0%,3%,-4%,-3%,-0.1
Cc1cc(C)cc(N(C)S(=O)(=O)c2nnc(NC(=O)C(C)C)s2)c1,?,1%,1%,114%[activator],-2%,27%,1%,8%,-0.2
CCC(=O)Nc1cc(SCCO)cc([N+](=O)[O-])c1,18%,-10%,-12%,-8%[58.9 µM],2%,3%,-21%,0%,0.4
COc1ccc(C2(C)NC(=O)N(CC(=O)Nc3ccc4c(c3)CCC4)C2=O)cc1OC (stereo not given),?,.,.,6%,.,15%,-3%,8%,0.0

These rows are one share of the data; rates above refer to the full screens.
